# Bioassay records (PubChem BioAssay)
# POLB inh: qHTS Assay for Inhibitors of DNA Polymerase Beta. Pol beta primer extension/strand displacement, fluorescence kinetic. Potency, µM (series often up to 114 µM), without a hit: top-dose activity change, negative = inhibition, most hits filed as inhibitors. 340,000 compounds, 1.3% hits. AID 485314, 2010; further: potency means the concentration at half of the fitted maximal effect; on the % scale 0 is the no-effect control and ±100 the full control effect
#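 Kinetic readout of DNA synthesis with strand displacement by Pol beta. Compound and 10 nM enzyme sit 15 min at room temperature; 50 nM substrate starts the reaction, read immediately and at 10 min.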
# ALOX12 inh: Primary qHTS assay for inhibitors of human arachidonate 12S-lipoxygenase (ALOX12): Round 2 | AID 1671190, 2021 | Potency, µM (titrated, usually from 108 µM), without a hit: top-dose activity change, negative = inhibition, actives largely listed as inhibitors | 580,000 compounds, 1.1% hits | purified 12hLO, xylenol orange hydroperoxide absorbance; further: potency means the concentration at half of the fitted maximal effect; on the % scale 0 is the no-effect control and ±100 the full control effect
# Target sequence (P18054 whole entry, looked up): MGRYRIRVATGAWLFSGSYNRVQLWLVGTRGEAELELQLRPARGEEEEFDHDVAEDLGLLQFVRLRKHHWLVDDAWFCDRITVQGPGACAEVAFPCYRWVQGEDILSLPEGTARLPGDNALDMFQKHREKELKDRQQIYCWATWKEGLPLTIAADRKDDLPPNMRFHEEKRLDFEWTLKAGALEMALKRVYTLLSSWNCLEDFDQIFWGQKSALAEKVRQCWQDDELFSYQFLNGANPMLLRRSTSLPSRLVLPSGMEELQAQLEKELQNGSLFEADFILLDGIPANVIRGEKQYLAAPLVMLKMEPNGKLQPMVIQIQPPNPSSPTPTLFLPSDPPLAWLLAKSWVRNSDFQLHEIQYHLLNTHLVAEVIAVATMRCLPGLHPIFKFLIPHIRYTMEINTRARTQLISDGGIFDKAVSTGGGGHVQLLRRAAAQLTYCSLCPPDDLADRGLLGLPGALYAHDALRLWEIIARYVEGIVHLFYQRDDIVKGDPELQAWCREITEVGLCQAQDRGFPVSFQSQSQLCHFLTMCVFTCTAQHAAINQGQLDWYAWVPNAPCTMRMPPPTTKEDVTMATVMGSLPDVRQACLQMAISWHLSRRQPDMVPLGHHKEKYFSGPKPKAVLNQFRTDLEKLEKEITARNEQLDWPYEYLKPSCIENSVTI
#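 Purified human 12hLO at 150 nM in 25 mM Hepes, 0.01% Triton X-100, pH 7.0, preincubated 15 min at room temperature with compound. Reaction started with 40 uM arachidonic acid, 30 min at room temperature. Hydroperoxide measured by Fe-xylenol orange, 573/405 nm absorbance ratio.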
# Pol kappa inh: qHTS for Inhibitors of Polymerase Kappa; purified Pol kappa, fluorescent DNA synthesis assay, 10 min; Potency, µM (series often up to 107 µM), inactives show at the highest dose activity, negative = inhibition, hits mostly inhibitors; 400,000 compounds, 0.53% hits; AID 588579, 2011; further: potency means the concentration at half of the fitted maximal effect; on the % scale 0 is the no-effect control and ±100 the full control effect
#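 Activity was followed as the change in fluorescence between reads at 0 and 10 min after starting the reaction with 50 nM substrate. Beforehand, 10 nM polymerase had been preincubated with compound for 15 min at room temperature.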
# Apoferritin bind: qHTS Assay for Identification of Novel General Anesthetics | 350,000 compounds, 0.074% hits | apoferritin/1-aminoanthracene competitive binding, fluorescence | AID 485281, 2010 | Potency, µM (series often up to 77.5 µM), inactives show at the top dose activity change, negative = displacement, hits mostly inhibitors | Ferritin light chain (Equus caballus), P02791; further: potency means the concentration at half of the fitted maximal effect; on the % scale 0 is the no-effect control and ±100 the full control effect; nearly all actives have a fitted effect of over 20% in size
#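 Concentration-response curves derived by four-parameter Hill fitting of normalized fluorescence, where compounds displaced 1-AMA from 10 uM horse apoferritin following a brief 10 min room-temperature incubation; propofol titration acted as positive control.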
# TRHR ag: qHTS for Small Molecule Agonists and Allosteric Enhancers of Human TRH Receptor: Primary Screen for Agonists. Thyrotropin-releasing hormone receptor (Homo sapiens), P34981. TRHR cells, calcium flux fluo-8, FDSS agonist mode. activation, % at 2 µM. 360,000 compounds, 0.18% hits; in the data active means activation above about 30%; further: 0% is about no effect
#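 Read-out: compound-evoked intracellular calcium rise in TRHR cells, fluo-8 dye, kinetic FDSS fluorescence at 1 s/cycle following a 10-cycle baseline. Cells cultured overnight before dye loading (30 min–1.5 h, RT).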
# APEX1 inh: qHTS Assay for Inhibitors of the Human Apurinic/apyrimidinic Endonuclease 1 (APE1); Potency, µM (highest dose often 65.8 µM), inactives show at the highest dose activity change, negative = inhibition, usual class: inhibitors; 350,000 compounds, 0.35% hits; recombinant APE1, TAMRA/BHQ-2 abasic DNA cleavage fluorescence;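 further: potency means the concentration at half of the fitted maximal effect; plate controls were vehicle for no effect and reference inhibitor for full effect; nearly all actives have a fitted effect of over 55% in size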
# Target sequence (P27695 whole entry, looked up): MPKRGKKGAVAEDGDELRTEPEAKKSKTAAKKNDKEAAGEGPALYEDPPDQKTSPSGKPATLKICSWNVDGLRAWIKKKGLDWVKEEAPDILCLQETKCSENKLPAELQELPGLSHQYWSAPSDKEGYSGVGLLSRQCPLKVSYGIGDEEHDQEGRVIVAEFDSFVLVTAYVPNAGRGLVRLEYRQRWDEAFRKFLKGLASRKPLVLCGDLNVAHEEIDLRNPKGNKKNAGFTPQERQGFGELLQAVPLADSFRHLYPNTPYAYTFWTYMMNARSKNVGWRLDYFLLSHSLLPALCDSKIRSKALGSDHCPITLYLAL
#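 Quantitative HTS: incision of a TAMRA/BHQ-2 double-stranded substrate bearing a tetrahydrofuran abasic site by 0.75 nM APE1 raises fluorescence. Substrate 50 nM final, added after 15 min compound preincubation at room temperature; progress as third-minus-first kinetic read difference.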
# POLI inh: qHTS for Inhibitors of Polymerase Iota. DNA polymerase iota (Homo sapiens), Q9UNA4. Pol iota fluorescent replication assay, 10 min. Potency, µM (doses to about 115 µM), inactives show at the top dose activity, negative = inhibition, usual class: inhibitors. 390,000 compounds, 1% hits. AID 588590, 2011; further: potency means the concentration at half of the fitted maximal effect
#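 Fluorescent replication assay read twice, at 0 min and 10 min after adding 50 nM (final) substrate. Enzyme (10 nM) and compounds were first incubated 15 min at room temperature; enzyme-free buffer wells were negative controls.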
# BLM helicase inh: qHTS Assay for Inhibitors of Bloom's syndrome helicase (BLM). AID 2528, 2010. Potency, µM (highest dose often 56.1 µM), for inactives: at the highest dose activity change, negative = inhibition, hits mostly inhibitors. 350,000 compounds, 0.2% hits. RecQ-like DNA helicase BLM (Homo sapiens), P54132. recombinant BLM DNA unwinding, fluorescence dequenching;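 further: potency means the concentration at half of the fitted maximal effect; plate controls were vehicle for no effect and no enzyme for full effect; nearly all actives have a fitted effect of over 35% in size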
# ERG-DNA inh: qHTS for Small Molecule Inhibitors of the ERG Ets/DNA interaction; 370,000 compounds, 0.028% hits; fluorescence polarization, His-ERG Ets domain / labelled DNA; Potency, µM (series often up to 76.9 µM), inactives show at the top dose FP activity, negative = inhibition, most hits filed as inhibitors; active means well fitted inhibition curve with a large enough effect in the polarisation, with a control signal flat; inconclusive means small, poorly fitted or top-dose-only effect, or effect the other way, or a change in a side signal; inactive means no such curve, though single readings can be large or run the other way; the % refers to the polarisation;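 further: polarization taken with two DNA probes labelled with fluorescein and Texas red; potency means the concentration at half of the fitted maximal effect; % of control where 0% means no effect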
#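 His-tagged ERG Ets domain (1 uM in the protein solution; 300mM KCl, 50mM Tris-HCl, 1mM EDTA, 1mM DTT, pH 7.5) received compound, then a probe mix of 5 nM fluorescein-DNA and 100nM Texas-615-DNA. Fluorescence polarization was read for both dyes.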
# Starred values were filed as active, the others as inactive; i = inactive; ? = inconclusive; · = not tested or not shown; [ ] = dose if it differs, or a comment. Unless noted, the call rests on the fitted dose curve; in most records, active means well fitted curve in the direction sought with a large enough effect; inconclusive means small, poorly fitted or top-dose-only effect, or another doubt; inactive means no such curve, though single readings can be large; an effect the other way counts as inactive or inconclusive. Only part of the results is shown; rates above refer to the full screens.
SMILES,POLB inh,ALOX12 inh,Pol kappa inh,Apoferritin bind,TRHR ag,APEX1 inh,POLI inh,BLM helicase inh,ERG-DNA inh
CC(=O)Nc1nnc(SCc2cccc(F)c2)s1,40%,18%,?,?,2.0,-2%,3%,-1%,14%
CN1/C(=C\C(=O)COC(=O)CNC(=O)c2ccc3ccccc3c2)C(C)(C)c2ccccc21,9%,-6%,-8%[60.1 µM],84%[activator],0.3,6%,?,-7%,72%[activator]
CN(CC(=O)Nc1ccc(F)cc1)C(=O)COc1ccccc1Cc1ccccc1,·,-26%,-22%,·,-0.8,-26%,3%,·,-9%
N=c1c(C(=O)NC2CCCC2)cc2c(=O)n3ccccc3nc2n1CCN1CCOCC1,4%,0%,8%,9%,0.2,-2%,15%,-2%,-3%
CCCCCC(NC(=O)C1CCN(C(=O)[C@@H](NS(=O)(=O)c2ccc(C)cc2)C(C)C)CC1)C(=O)O (stereo partly drawn),0%,11%,7%,-6%,0.3,11%,26%,-2%,-10%
O=c1c2cnn(-c3ccccc3)c2nc(-c2cccs2)n1-c1ccc(Br)cc1,29%,i,0%,-2%,0.6,-6%,-14%,-11%,-12%
O=C(c1ccc(Cl)c([N+](=O)[O-])c1)N1CCCc2ccccc21,10%,6%,-16%,?,-0.7,-6%,14%,-2%,2%
CSc1ccccc1NC(=O)c1ccc(Cl)s1,10%,-16%,0%,?,-0.3,2%,19%,-4%,-3%
CCCCCCCCNC(=O)c1ccc(C)cc1,29%,-9%,·,-16%,0.1,10%,·,-5%,·
O=C(Oc1cccc(NC(=O)c2ccccc2Cl)c1)c1ccc([N+](=O)[O-])cc1,8%,-17%,-1%,?,-0.4,9%,0%,-7%,0%
c1ccc(Cc2noc(CN3CCCC(CN4CCOCC4)C3)n2)cc1 (stereo not drawn),-5%,3%,-9%,-7%,-0.1,-6%,136%[activator],2%,7%
CCCC1=Nc2cc(C(=O)NCCN3CCOCC3)ccc2Sc2ccccc21,3%,-1%,-31%,-19%,2.0,18%,-17%,0%,-2%
COc1ccc(Cl)cc1C(=O)NNC(=O)c1cc2ccccc2o1,·,25%,-7%,·,·,-5%,?,·,-12%
Cc1ccc(C)c(S(=O)(=O)NC(CCC(N)=O)C(=O)O)c1 (stereo not drawn),32%,-22%,-9%,-3%,0.4,0%,6%,-2%,5%
COc1ccc(N2CC(NC(=O)COc3ccccc3F)CC2=O)cc1OC (stereo not drawn),-10%,-2%,-9%[60.1 µM],5%,0.0,·,36%[activator],1%,-6%
O=S(=O)(Nc1ncccn1)c1ccc(Cl)cc1,12%,0%,2%,-13%,0.9,19%,23%,-9%,-1%
COc1ccc2c(c1)CC/C(=C/c1ccccn1)C2=O,21%,?,-14%,1%,0.5,-14%,?,0%,-5%
Cn1c(=O)oc2cc(S(=O)(=O)NCCC(=O)NCc3ccccc3Cl)ccc21,8%,-18%,-17%,-7%,0.0,73%[activator],31%[activator],2%,3%
O=C(CN1C(=O)NC2(CCCC2)C1=O)NCc1ccccc1,·,-13%,10%,·,·,10%,9%,·,5%
Cn1c(N)c(C(=O)COC(=O)[C@H](Cc2ccccc2)N2C(=O)c3ccccc3C2=O)c(=O)n(C)c1=O,-27%,-2%,-15%,?,0.3,-9%,23%,-5%,·
CCOc1ccccc1NC(=O)Cn1c(=O)n(Cc2ccco2)c(=O)c2cccnc21,7%,-19%,-1%,8%,-0.1,·,-4%,2%,-1%
COc1ccc(NC(=O)c2noc3c2CCCC3)cc1Cl,18%,-9%,-3%,-8%,1.6,·,-12%,0%,2%
CN(C(=O)CSc1nnn(C)n1)c1ccccc1,?,i,2%,-7%,-0.8,16%,62%[activator],-1%,-2%
COc1ccc(CN(C(=O)c2cnccn2)C(C(=O)NC(C)(C)C)c2cc(OC)c(OC)c(OC)c2)cc1 (stereo not drawn),18%,149%[activator],0%,-2%,0.0,11%,7%,5%,-2%
CCOc1ccccc1-c1cc(C(=O)Nc2ccc(C(=O)O)cc2)c2ccccc2n1,1%,0%,7%,-3%,0.2,52%[activator],16%,-10%,8%
Cc1cccc(NC(=O)CSc2nc3c(c(=O)[nH]2)CN(Cc2ccc4c(c2)OCO4)CC3)c1C,-16%,-28%,3%,-1%,0.2,·,18%,0%,-1%
CN(CC(=O)Nc1ccccc1Cl)C(=O)C1CCN(C(=O)c2ccc(F)cc2)CC1,·,34%[activator],-12%,·,-0.3,-13%,32%,·,-1%
COc1ccc(NC(=O)c2nc[nH]c2C(=O)N[C@@H](C)C(=O)OC(C)(C)C)cc1,11%,12%,-10%,-13%,1.0,0%,14%,-13%,-8%
NS(=O)(=O)c1cccc(NC(=O)c2cccnc2Oc2ccccc2)c1,8%,27%,-7%,-5%,0.5,-5%,26%,-7%,26%
O=C(Cc1ccccc1)Nc1nc(-c2ccc(F)c(F)c2)cs1,8%,0%,-6%,0%,0.5,19%,49%[activator],-8%,12%
CCCCCCC(O)(c1ccc(OC)cc1)C(CN1CCOCC1)c1ccccc1 (stereo not drawn),-16%,?,-7%,54%[activator],1.9,-22%,-20%,-9%,1%
CCOc1ccc(N(C(=O)c2ccc3c(c2)OCO3)C2C=CS(=O)(=O)C2)cc1 (stereo not drawn),99%,-3%,0%,-9%,0.3,4%,18%,-2%,6%
O=C(CN1CCN(c2nc(-c3ccc(F)cc3)cs2)CC1)Nc1ccc2c(c1)OCO2,-1%,23%,-18%,-11%,-0.7,-5%,3%,-6%,-6%
O=C(Nc1ccc(C(F)(F)F)cc1)c1ccccc1-n1cnnn1,·,?,-17%,·,-0.3,12%,34%[activator],·,7%
O=C(NCC(c1ccco1)N1CCc2ccccc2C1)c1ccc(F)cc1 (stereo not drawn),·,?,-19%,·,-0.1,-17%,29%,·,-3%
Cc1ccccc1N(Cc1ccccc1F)S(C)(=O)=O,-14%,-1%,-3%,-18%,-0.2,2%,-20%,-5%,-2%
CN(C)C(CNC(=O)CCNC(=O)c1ccc(Br)cc1)c1ccco1 (stereo not drawn),·,-6%,-1%,·,0.0,1%,82%[activator],·,0%
CCC(CC)C(=O)N1CC(=O)Nc2ccc(C)cc2C1c1ccccc1 (stereo not drawn),16%,100%[activator],-4%,-15%,-1.8,7%,29%,-3%,-9%
O=C(Nc1cc(C(=O)N2CCN(c3ccccc3)CC2)ccc1Cl)c1cccs1,·,-11%,-9%,·,·,33%,11%,·,-3%[15.4 µM]
CCCCC(C(=O)N/N=C/c1ccccn1)C(=O)N/N=C/c1ccccn1,32%,-19%,-4%,5%,0.2,5%,57%[activator],0%,5%
CCOC(=O)c1cccc(NC(=O)C2(S(=O)(=O)c3ccc(Cl)cc3)CC2)c1,-14%,-19%,-1%,-8%,-2.2,-3%,181%[activator],-4%,-20%
Cc1csc2nc(CCNS(=O)(=O)c3cccs3)cn12,0%,2%,-3%,-8%,-0.1,2%,3%,-1%,-3%
O=S(=O)(c1ccc(Br)cc1)n1c(Cc2ccccc2)nc2ccccc21,8%,19%,-7%,2%,-1.1,4%,140%[activator],3%,13%
Cn1nc(C(F)(F)F)c2cc(C(=O)Nc3ccc(F)cc3F)sc21,-4%,15%,1%,2%,0.3,-3%,7%,-3%,0%
CC[N+]1=CN(c2ccccc2)C(C)=CC1(C)C,21%,?,-7%,4%,0.4,-5%,30%,-13%,7%

# Exported field by field: two of the compounds above
CCOC(=O)c1cccc(NC(=O)C2(S(=O)(=O)c3ccc(Cl)cc3)CC2)c1
  POLB inh: -14%
  ALOX12 inh: -19%
  Pol kappa inh: -1%
  Apoferritin bind: -8%
  TRHR ag: -2.2
  APEX1 inh: -3%
  POLI inh: 181%[activator]
  BLM helicase inh: -4%
  ERG-DNA inh: -20%

Cc1csc2nc(CCNS(=O)(=O)c3cccs3)cn12
  POLB inh: 0%
  ALOX12 inh: 2%
  Pol kappa inh: -3%
  Apoferritin bind: -8%
  TRHR ag: -0.1
  APEX1 inh: 2%
  POLI inh: 3%
  BLM helicase inh: -1%
  ERG-DNA inh: -3%

# (listing goes on)
SMILES,POLB inh,ALOX12 inh,Pol kappa inh,Apoferritin bind,TRHR ag,APEX1 inh,POLI inh,BLM helicase inh,ERG-DNA inh
O=C(OCC(=O)N1CCOCC1)c1ccccc1OCc1ccccc1,·,27%,8%,·,0.0,29%,28%,·,3%
CCc1ncc(CN2CCCC(C(=O)Nc3cccc(-c4cccc(C)c4)c3)C2)cn1 (stereo not drawn),25%,11%,-2%,-2%,-1.4,8%,23%,-4%,9%
Cc1cc(NC(=O)c2cnn3c(C(F)(F)F)cc(-c4ccc(Br)cc4)nc23)no1,2%,12%,-5%,-15%,0.4,-3%,-12%[58.9 µM],-1%,-15%
COc1ccc(CCNC(=O)c2ccccc2C(=O)NCCc2ccc(OC)c(OC)c2)cc1OC,·,0%,-15%,·,·,·,126%[activator],·,9%
COc1ccc(S(=O)(=O)N2CCC(C(=O)NC3CC3)CC2)cc1Cl,?,21%,-4%,1%,-0.1,2%,6%,-1%,-15%
O=C(COC(=O)c1ccc(Cl)nc1)Nc1ccc(S(=O)(=O)N2CCCC2)cc1,0%[57.1 µM],-2%,-2%,?,-0.3,-3%,9%,-4%,-7%
